# Mdm2 ligase inh: Mdm2 E3 ligase (human) inhibition; signal enhancement, % at 5 µM; 0.11% of 210,000 active; Q00987; cell-based MDM2 ubiquitination luciferase reporter, 2 h; 0 = plate control, 100 = twice control, blank-subtracted;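 active = signal enhancement of 30% or more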;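 note: luminescence tracks abundance of the self-degrading MDM2-luciferase fusion protein; higher signal means inhibition of MDM2 E3 ligase activity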
#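 Material: Stable MDM2–luciferase fusion reporter cells | Amount: 2000 cells seeded into each well | Dosing: One concentration, 5 µM, with 0.2% DMSO | Incubation: 4 h cell settling then 2 h compound exposure, 37 °C | Measured by: Luciferase luminescence | Read-out basis: % enhancement relative to plate controls after blank subtraction | Benchmarks: Control and blank well means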
# 14-3-3 Bad PPI: disrupts binding of bovine 14-3-3 zeta to phospho-Bad peptide | 0.71% of 220,000 active | TR-FRET 14-3-3zeta/Dy647-pBad peptide displacement, 1 h | inhibition, % at 21.7 µM | P63103;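 active = inhibition above about 70%, limit read from the data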;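 note: 0% = full 14-3-3 plus peptide FRET controls and 100% = background without 14-3-3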
# Target sequence (P63103 whole entry, looked up): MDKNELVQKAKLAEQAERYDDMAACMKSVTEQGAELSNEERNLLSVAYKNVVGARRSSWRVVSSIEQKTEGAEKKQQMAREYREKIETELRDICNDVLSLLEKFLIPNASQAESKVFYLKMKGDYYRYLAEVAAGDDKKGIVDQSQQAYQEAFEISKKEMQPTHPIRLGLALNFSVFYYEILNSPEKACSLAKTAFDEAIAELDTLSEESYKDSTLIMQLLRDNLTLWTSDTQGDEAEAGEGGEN
# Runt-SMMHC FRET: blocks binding of human RUNX1 Runt domain to CBFb-SMMHC. Q01196+Q13951. Cerulean-Runt/Venus-CBFb-SMMHC FRET ratio 530/480, 1 h. 0.74% of 220,000 active. AID 1434. inhibition, % at 20 µM;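 active = mean inhibition across duplicate retests at 20 µM reaching about 50%, limit read from the data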;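 note: 0% = DMSO wells and 100% = wells with excess untagged CBFb-SMMHC; inhibitors lower the FRET ratio by blocking Runt binding to CBFb-SMMHC; some results filed as inactive read as strong as hits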
# Target sequence (Q01196 whole entry, looked up, the tested form may be a part): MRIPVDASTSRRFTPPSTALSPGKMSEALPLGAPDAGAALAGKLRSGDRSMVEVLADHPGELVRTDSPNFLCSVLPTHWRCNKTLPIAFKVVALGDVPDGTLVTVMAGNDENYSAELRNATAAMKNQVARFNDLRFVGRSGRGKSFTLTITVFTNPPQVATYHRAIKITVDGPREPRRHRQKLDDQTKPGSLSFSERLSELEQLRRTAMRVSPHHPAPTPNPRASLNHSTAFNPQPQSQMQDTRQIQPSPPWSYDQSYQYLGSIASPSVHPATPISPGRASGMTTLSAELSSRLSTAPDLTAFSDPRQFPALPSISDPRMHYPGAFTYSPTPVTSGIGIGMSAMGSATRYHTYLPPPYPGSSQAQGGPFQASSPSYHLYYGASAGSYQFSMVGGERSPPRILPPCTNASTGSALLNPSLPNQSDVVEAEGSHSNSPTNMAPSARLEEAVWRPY
# Target sequence (Q13951 whole entry, looked up, the tested form may be a part): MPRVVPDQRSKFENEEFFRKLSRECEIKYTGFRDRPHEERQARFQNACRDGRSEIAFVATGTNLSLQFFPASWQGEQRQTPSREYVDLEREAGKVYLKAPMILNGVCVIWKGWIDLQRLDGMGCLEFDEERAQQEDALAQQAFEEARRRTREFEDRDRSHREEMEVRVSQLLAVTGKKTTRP
# NCF1 inh: p47phox (human) inhibition | p47phox/p22phox peptide binding, fluorescence polarization, 2 h | 0.53% of 220,000 active | AID 1274 | inhibition, % at 24.7 µM;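 active = inhibition above about 30%, limit read from the data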;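 note: 0% = p47phox with labelled peptide and 100% = labelled peptide alone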
# Hck Nef HTS: blocks Nef-activated human Hck kinase. P08631. inhibition, % at 20 µM. 0.68% of 220,000 active. AID 463187. Recombinant Hck-YEEI plus Nef, Z-Lyte FRET kinase assay;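 active = Hck-Nef kinase inhibition above about 50%, limit read from the data; inactive = inhibition below that limit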;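 note: 0% = DMSO with Hck plus Nef and 100% = Hck alone without Nef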
# L929 necroptosis: blocks zVAD induced death of L929 cells; viability rescue, % at 10 µM; L929 zVAD necroptosis rescue, ATP luminescence, 24 h; with zVAD 60 µM; 0.38% of 220,000 active;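 active = activation, scaled between plate controls, above about 75%, limit read from the data; inactive = activation under that limit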;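 note: 0% = zVAD with DMSO and 100% = DMSO alone without zVAD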
# EBV gp42 block: inhibitors of Epstein-Barr virus glycoprotein 42; 0.42% of 220,000 active; Fluorescence polarization binding assay, mP read-out; inhibition, % (tested at 21.74 µM); Q1HVG2; in the data active = inhibition above about 50%
# Runt-CBFb FRET: Runt domain-CBFb interaction inhibition; Q01196+Q13951; Cerulean-Runt/Venus-CBFb FRET ratio 530/480, 1 h; inhibition, % at 20 µM; 0.46% of 220,000 active; AID 1496;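 active = inhibition over about 50% at 20 µM in the single-dose screen, limit read from the data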;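 note: 0% = DMSO wells and 100% = excess unlabeled CBFb competitor control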
#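 Assay system: Cerulean-Runt domain fusion protein, energy donor; Signal: fluorescence energy transfer, 422 nm excitation, 530/480 nm emission; Timing: 1 h compound exposure, room temperature; Control set: unlabeled CBFb; Medium: Tris buffer pH 7.5 with salts and BSA; Compound: single test concentration of 20 µM, 1% DMSO final; Probe or stimulus: Venus-CBFb 100 nM.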
# Tb hexokinase: T. brucei hexokinase 1 inhibition. recombinant TbHK1, G6PDH-coupled NADH A340. inhibition, % at 10 µM. 0.11% of 220,000 active. AID 1430;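 active = inhibition of 50% or more in the single-dose primary screen; inactive = inhibition below 50%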
# * hit, by the source's call; · = no result given; [ ] = dose if it differs, or a comment.
SMILES,Mdm2 ligase inh,14-3-3 Bad PPI,Runt-SMMHC FRET,NCF1 inh,Hck Nef HTS,L929 necroptosis,EBV gp42 block,Runt-CBFb FRET,Tb hexokinase
CN(C)C(=N)c1n[nH]nc1SCc1ccc(Cl)c(Cl)c1,-15,5,0,-11,0,0.4,-5,0,23
Cc1ccc(S(=O)(=O)C(C#N)c2nc3ccccc3nc2N2CC(C)OC(C)C2)cc1C (configuration not stated),-2,29[fluorescence artefact?],65,-2,4,0.1,-9,10,-1
CCc1cccc(NC(=O)CCc2nc(-c3cccs3)no2)c1,-10,0,2,-35,26,0.8,-7,0,3
CCOC(=O)N1CCN(C(=O)C2c3cc(OC)c(OC)cc3C(=O)N3CCc4ccccc4C23)CC1 (configuration not stated),-4,-14,-2,-4,1,-0.3,2,0,-5
COc1ccc(S(=O)(=O)Nc2ccncc2)c(C)c1C,-13,-18,-2,-8,19,3.5,-4,2,1
O=C(O)c1cnn2c(C(F)F)cc(C(F)F)nc12,-1,1,1,3,3,0.0,-9,-3,-2
O=C(O)C[C@@H]1C(=O)O[C@@H]2C(COC(=O)c3cc(O)c(O)c(O)c3)O[C@@H](OC(=O)c3cc(O)c(O)c(O)c3)[C@@H](OC(=O)c3cc(O)c(O)c4c3[C@H]1[C@H](O)C(=O)O4)[C@H]2OC(=O)c1cc(O)c(O)c(O)c1 (some centres not stated),7,81*,4,-70,102*,0.8,24,51*,-8
COc1cc(C2=NOC(C(=O)N3CCN(c4ccc(F)cc4)CC3)C2)cc(OC)c1OC (configuration not stated),-24,-2,0,6,1,0.2,-10,-5,1
CC(=C\c1ccccc1)/C=C1/SC(=S)N(C(C(=O)O)C(C)C)C1=O (configuration not stated),-3,2,-6,-7,30,-0.3,-5,-2,-1
Cc1ccc(-c2nnn(CC(=O)N(c3ccc4c(c3)OCCO4)C(C(=O)NCC3CCCO3)c3ccc(F)cc3)n2)o1 (configuration not stated),-2,-10,0,0,12,0.2,-3,-1,-2
COc1ccc(C=C2c3ccccc3C(=O)c3ccccc32)c(OC)c1,3,9,1,-9,20,-1.5,-14,-1,-10
c1ccc(-c2noc(C3CCCCC3)n2)nc1,2,-2,1,-12,-1,0.1,-7,0,3
CN1CCN(c2nc3nonc3nc2N2CCN(C)CC2)CC1,-1,-9,-4,-9,0,0.7,-6,-73,-38
COc1cccc(C2CC(c3ccccc3Cl)n3ncnc3N2)c1 (configuration not stated),19,1,-5,-7,-10,0.0,-30,1,-3
Cc1[nH]n(-c2ccccc2)c(=O)c1/C=N/c1nn[nH]n1,-14,13,4,4,18,0.6,-3,-2,4
CCN(CC)Cc1ccc(NC(=O)c2sc3cc(Cl)ccc3c2Cl)cc1,-2,16,2,-14,15,15,-10,2,2
Cn1cc(/C=C/c2nc3ccccc3c(=O)n2-c2cccc([N+](=O)[O-])c2)c2ccccc21,-10,-5[fluorescence artefact?],-4,4,6,1.1,13,-1,-5
COc1cccc(-c2noc(CCC(=O)Nc3cccnc3)n2)c1,-13,29[fluorescence artefact?],0,-6,0,-0.3,-11,0,2
COC(=O)NC(=S)Nc1ccc(Oc2ccc(Cl)cc2)c(Cl)c1,-11,-4,-7,-21,-1,0.7,-14,2,-5
O=C(CC1S/C(=N/N=C/c2cccs2)NC1=O)Nc1ccccc1F (configuration not stated),-1,-8,1,-9,7,5.0,1,-2,-35
COc1cc(/C=N/O)ccc1OCc1ccc([N+](=O)[O-])cc1,3,-13,2,-2,3,1.7,0,-2,32
CC(Oc1cccc(Cl)c1)c1ccnc2nc(/N=C/N(C)C)nn12 (configuration not stated),-14,22,0,4,27,0.3,3,0,-9
COc1ccc(N2CCN(C(=O)c3ccc(-n4nc(C)cc4C)cc3)CC2)cc1,-8,4[fluorescence artefact?],0,-7,1,-0.2,-6,2,3
COc1cc(C)c(Cl)c(C)c1S(=O)(=O)NCc1ccc2c(c1)OCO2,11,-8,-7,-8,-1,-0.1,-22,0,1
Cc1cc(C)n(CCOc2ccc(Cl)cc2Cl)n1,-11,11,0,-1,1,-0.5,-6,-2,7

# Retrieved by compound from the list above (3):
SMILES,Mdm2 ligase inh,14-3-3 Bad PPI,Runt-SMMHC FRET,NCF1 inh,Hck Nef HTS,L929 necroptosis,EBV gp42 block,Runt-CBFb FRET,Tb hexokinase
Cc1ccc(S(=O)(=O)C(C#N)c2nc3ccccc3nc2N2CC(C)OC(C)C2)cc1C (configuration not stated),-2,29[fluorescence artefact?],65,-2,4,0.1,-9,10,-1
Cc1cc(C)n(CCOc2ccc(Cl)cc2Cl)n1,-11,11,0,-1,1,-0.5,-6,-2,7
COc1ccc(N2CCN(C(=O)c3ccc(-n4nc(C)cc4C)cc3)CC2)cc1,-8,4[fluorescence artefact?],0,-7,1,-0.2,-6,2,3

# With a hit mark in Hck Nef HTS, among the entries above:
smiles,14-3-3 Bad PPI,Runt-SMMHC FRET,NCF1 inh,Hck Nef HTS,EBV gp42 block,Runt-CBFb FRET,Tb hexokinase
O=C(O)C[C@@H]1C(=O)O[C@@H]2C(COC(=O)c3cc(O)c(O)c(O)c3)O[C@@H](OC(=O)c3cc(O)c(O)c(O)c3)[C@@H](OC(=O)c3cc(O)c(O)c4c3[C@H]1[C@H](O)C(=O)O4)[C@H]2OC(=O)c1cc(O)c(O)c(O)c1 (some centres not stated),81*,4,-70,102*,24,51*,-8

# Given bar-delimited: entries from further up
smiles | Mdm2 ligase inh | 14-3-3 Bad PPI | Runt-SMMHC FRET | NCF1 inh | Hck Nef HTS | L929 necroptosis | EBV gp42 block | Runt-CBFb FRET | Tb hexokinase
CN1CCN(c2nc3nonc3nc2N2CCN(C)CC2)CC1 | -1 | -9 | -4 | -9 | 0 | 0.7 | -6 | -73 | -38
O=C(O)C[C@@H]1C(=O)O[C@@H]2C(COC(=O)c3cc(O)c(O)c(O)c3)O[C@@H](OC(=O)c3cc(O)c(O)c(O)c3)[C@@H](OC(=O)c3cc(O)c(O)c4c3[C@H]1[C@H](O)C(=O)O4)[C@H]2OC(=O)c1cc(O)c(O)c(O)c1 (some centres not stated) | 7 | 81* | 4 | -70 | 102* | 0.8 | 24 | 51* | -8
CN(C)C(=N)c1n[nH]nc1SCc1ccc(Cl)c(Cl)c1 | -15 | 5 | 0 | -11 | 0 | 0.4 | -5 | 0 | 23
Cc1ccc(-c2nnn(CC(=O)N(c3ccc4c(c3)OCCO4)C(C(=O)NCC3CCCO3)c3ccc(F)cc3)n2)o1 (configuration not stated) | -2 | -10 | 0 | 0 | 12 | 0.2 | -3 | -1 | -2
CC(Oc1cccc(Cl)c1)c1ccnc2nc(/N=C/N(C)C)nn12 (configuration not stated) | -14 | 22 | 0 | 4 | 27 | 0.3 | 3 | 0 | -9

# The results go on:
SMILES,Mdm2 ligase inh,14-3-3 Bad PPI,Runt-SMMHC FRET,NCF1 inh,Hck Nef HTS,L929 necroptosis,EBV gp42 block,Runt-CBFb FRET,Tb hexokinase
CN(Cc1ccccc1)CC(O)COc1ccc(CNCCc2cccnc2)cc1 (configuration not stated),-18,-5,-2,-10,11,0.2,-17,1,1
CCOC(=O)/C=C1\NC(=O)C(C)S1 (configuration not stated),-17,0,1,-13,2,-0.5,-10,0,-2
COc1cccc(/C=N/NC(=O)CCn2c3ccccc3c3ccccc32)c1,-5,1,-1,-7,2,0.0,13,2,-4
CCn1ncc(C(=O)Nc2cccc(Cl)c2)c1C,-18,14,0,-7,6,3.5,-20,-2,1
COc1ccc2ccccc2c1CNC(=O)CC1C(=O)NCCN1CC(C)(C)C (configuration not stated),-56,4,4,-21,15,0.2,-15,2,-6
COCCn1c(=O)sc2ccccc2c1=O,4,-7,0,13,18,5.6,-4,1,-6
Cc1ccccc1NC(=S)NC(=O)c1cncc(Br)c1,3,-14[fluorescence artefact?],2,3,-3,-0.6,-2,-2,1
COc1ccc(OC)c(S(=O)(=O)N2C(C)CCCC2C)c1 (configuration not stated),-18,9,2,4,-2,3.0,-17,2,0
c1ccc(-n2nnnc2-c2cnc(-c3ccncc3)nc2-c2cccs2)cc1,·,-5,-5,-10,1,0.3,-7,-4,-16
CC(=O)NC1C(Oc2ccc3c(C)cc(=O)oc3c2)OC(COC(C)=O)C(OC(C)=O)C1OC(C)=O (configuration not stated),-16,-7,-2,-5,16,0.3,-6,1,-4
Cc1cc2nnc(SCC(=O)N3CCCCC3)n2c(N)n1,10,-2,1,-24,18,4.0,-18,3,2
O=C(CNC(=S)N(CCCN1CCOCC1)Cc1cccs1)NC1CC1,-1,-24,2,-12,4,0.7,-17,1,-4
CC(C)(C)C(=O)OC/C(N)=N/OC(=O)c1ccc(Cl)cc1,-14,91*,-1,-11,16,1.4,0,0,-4
Cc1ccc(-c2cnc(-c3ccncc3)o2)cc1,6,16,-4,-2,2,11,-16,-1,-26
Cc1ccc(-n2[nH]c(C)c(/C=N/NC(=O)c3ccc([N+](=O)[O-])cc3)c2=O)c(C)c1,-10,-17,-2,-10,17,2.1,-30,-2,-6
O=S(=O)(CCNCc1cccs1)c1ccc(Cl)cc1,-8,-2,21,-17,-2,-0.1,-2,0,9
COC(=O)c1ccc(S(=O)(=O)N2CCN(CCO)CC2)n1C,-15,1,-5,-18,6,0.2,-26,1,-8
O=C(NCC1CCCO1)c1cccc(Br)c1 (configuration not stated),-9,-12[fluorescence artefact?],2,-5,12,-0.6,-9,0,-6
Cc1cc(NC(=O)Cn2cnc3c(nnn3-c3ccc(C)c(Cl)c3)c2=O)no1,-26,26,-5,-14,18,1.7,-4,-4,4
O=C(Cc1ccccc1)NCC1CCCO1 (configuration not stated),-14,-6,-1,-11,-2,-0.8,-23,-3,-5
COC(=O)C(=NNc1c(C)n(C)n(-c2ccccc2)c1=O)C(=O)OC,-4,0,3,-9,6,1.0,-13,0,-19
CC(C)S(=O)(=O)N1CCN(c2ccnc3cc(Cl)ccc23)CC1,-15,-4,-1,-3,9,0.6,-22,-2,-10
Nn1c(SCC(=O)N2CCCCC2)nnc1-c1ccncc1,11,-6,1,-8,-7,0.2,-8,-1,-1
CCc1ccc(C=NC23CN4CN(CN(C4)C2)C3)s1,2,-3,0,-1,1,0.1,1,0,-16
COc1ccc(/C=C/C(=O)OCC(=O)c2c(N)n(C)c(=O)n(C)c2=O)c(OC)c1,-15,4,5,-9,33,-1.4,-7,-1,-12
Cc1cc(Cl)c(OCCOCCN2CCCCC2)c(Br)c1,1,13[fluorescence artefact?],-5,-10,-2,0.1,-13,0,15
O=c1c(Cc2ccccc2)c(O)ccn1CCc1cnc[nH]1,-26,-11,2,-4,19,-0.6,-12,-1,-2
COc1cccc([C@@H]2Oc3ccc(OC)cc3C(=O)[C@H]2O)c1,·,-2[fluorescence artefact?],-1,0,-3,63,-6,-2,-8
O=C(O)COc1c(-c2ccccc2)oc2ccccc2c1=O,-1,-10,0,-6,-15,0.5,-5,1,-16
Cc1ccc(NCc2nnc(SCC(=O)Nc3cc(C)on3)n2C)cc1,-2,1,1,-4,13,0.0,-6,-3,6

# Source: PubChem
